hIAP block = blocks human intestinal alkaline phosphatase | P09923 | purified IAP, CDP-Star luminescence, 30 min | inhibition, % at 10 µM | hit rate 0.12% among 330,000;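 active = inhibition reaching a set limit with compound at 10 µM in the primary screen, cut at about 35% in these data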;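 note: plate controls were DMSO wells with enzyme for no effect and no-enzyme buffer wells for full effect; values of inactives mirror those of a sister screen read the other way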
Target sequence (P09923 whole entry, looked up): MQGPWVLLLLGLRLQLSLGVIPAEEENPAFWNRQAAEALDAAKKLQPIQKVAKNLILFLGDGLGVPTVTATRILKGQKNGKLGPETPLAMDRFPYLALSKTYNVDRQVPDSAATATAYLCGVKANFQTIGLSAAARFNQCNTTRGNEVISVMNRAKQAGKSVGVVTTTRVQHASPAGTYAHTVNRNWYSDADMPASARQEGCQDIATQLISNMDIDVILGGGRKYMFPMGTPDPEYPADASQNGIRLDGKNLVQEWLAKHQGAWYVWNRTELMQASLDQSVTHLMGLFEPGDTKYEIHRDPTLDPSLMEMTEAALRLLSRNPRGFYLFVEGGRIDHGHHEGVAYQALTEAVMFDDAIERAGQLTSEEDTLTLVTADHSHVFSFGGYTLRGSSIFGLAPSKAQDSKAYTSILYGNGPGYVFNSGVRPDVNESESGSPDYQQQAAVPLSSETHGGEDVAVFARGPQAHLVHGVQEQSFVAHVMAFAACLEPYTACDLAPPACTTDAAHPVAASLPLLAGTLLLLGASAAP
ATG4B inhibitor = inhibitors of human ATG4B cysteine protease; ATG4B cleavage of LC3-PLA2, NBD-HPC fluorescence, 1 h; inhibition, % at 8.33 µM; hit rate 0.51% among 340,000; AID 504462; Q9Y4P1; in the data active = inhibition above about 40%
Target sequence (Q9Y4P1 whole entry, looked up): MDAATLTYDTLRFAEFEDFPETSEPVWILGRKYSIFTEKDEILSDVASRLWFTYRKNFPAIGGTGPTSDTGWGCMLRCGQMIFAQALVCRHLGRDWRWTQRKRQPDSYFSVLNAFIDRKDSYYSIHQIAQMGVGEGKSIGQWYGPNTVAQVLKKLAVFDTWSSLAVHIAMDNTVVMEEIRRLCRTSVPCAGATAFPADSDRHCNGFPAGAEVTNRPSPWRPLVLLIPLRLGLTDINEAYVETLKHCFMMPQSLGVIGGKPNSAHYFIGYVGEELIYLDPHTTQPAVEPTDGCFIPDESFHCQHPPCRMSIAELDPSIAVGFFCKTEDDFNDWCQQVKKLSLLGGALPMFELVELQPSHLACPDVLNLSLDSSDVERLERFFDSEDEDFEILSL
mIAP act = increases mouse intestinal alkaline phosphatase activity | muIAP, CDP-Star luminescence, 30 min; hits give high values; 1 = vehicle-only enzyme signal, 0 = enzyme-free wells | AID 2805 | activation factor at 10 µM | hit rate 0.24% among 330,000;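 active = activation factor of at least 2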; note: the source names both 10 and 20 µM as test concentration; values of inactives mirror those of a sister screen read the other way
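System: mouse IAP enzyme. Reagent: CDP-Star chemiluminescent phosphatase substrate. Benchmarks: DMSO wells, no-enzyme wells. Times: 30 min enzyme-substrate-compound incubation at room temperature. Detection: luminescence from enzymatic CDP-Star hydrolysis. Doses: test compounds delivered from DMSO solution.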
mIAP inh = blocks mouse intestinal alkaline phosphatase; purified mouse IAP, CDP-Star luminescence, 30 min; inhibition, % at 10 µM; hit rate 0.2% among 330,000; AID 2806;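 active = inhibition of at least 40% at 10 µM in the primary screen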;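 note: plate controls were DMSO with enzyme for no effect and no enzyme wells for full effect; values of inactives mirror those of a sister screen read the other way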
PfGluPho inh = PfG6PD (Plasmodium falciparum) enzyme inhibition | PfGluPho enzyme, NADPH resazurin-diaphorase fluorescence | inhibition, % at 20 µM | hit rate 0.78% among 350,000 | AID 504690;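 active = inhibition reaching at least a set limit at 20 µM in the primary screen, cut at about 59% in these data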;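 note: 0% = DMSO wells with substrate and 100% = DMSO wells lacking glucose-6-phosphate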
HKDC1 inh = blocks human hexokinase HKDC1 activity. Q2TB90. recombinant HKDC1, G6PDH/diaphorase resazurin coupled fluorescence. inhibition, % at 20 µM. hit rate 0.16% among 340,000. AID 493160;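 active = inhibition above about 35% when tested at 20 µM, limit read from the data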;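 note: plate controls were DMSO wells with enzyme for no effect and DMSO wells lacking enzyme for full effect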
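Test system: recombinant HKDC1 (HK5) hexokinase enzyme, produced in-house; Amount: enzyme 5 µg/mL final; Buffer or medium: Tris pH 8.0 buffer with MgCl2, Tween-20, BSA, BME; Reagent: glucose and ATP substrates; Doses: 20 µM test compound, 1% DMSO; Incubation: 90 min reaction incubation at room temperature, dark; Detection: resorufin fluorescence at 613 nm.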
hIAP activ = increases human intestinal alkaline phosphatase activity; AID 2524; hit rate 0.16% among 330,000; P09923; purified human IAP, CDP-Star luminescence, 30 min; hits give high values; 1 = vehicle-only enzyme, 0 = enzyme-free background; activation factor at 10 µM;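 active = activation factor of the enzyme at least 2-fold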; note: the source names both 10 and 20 µM as test concentration; values of inactives mirror those of a sister screen read the other way
APOBEC3A inh = inhibitors of human APOBEC3A DNA deaminase | recombinant A3A, FAM/TAMRA ssDNA deamination fluorescence | inhibition, % at 20 µM | hit rate 0.41% among 330,000 | AID 493011;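 active = at least 40% inhibition at 20 µM here, with at most 30% in a related deaminase screen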;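 note: plate controls were A3A with DMSO for no effect and wells lacking A3A enzyme for full effect; some results filed as inactive read as strong as hits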
Target sequence (P31941 whole entry, looked up): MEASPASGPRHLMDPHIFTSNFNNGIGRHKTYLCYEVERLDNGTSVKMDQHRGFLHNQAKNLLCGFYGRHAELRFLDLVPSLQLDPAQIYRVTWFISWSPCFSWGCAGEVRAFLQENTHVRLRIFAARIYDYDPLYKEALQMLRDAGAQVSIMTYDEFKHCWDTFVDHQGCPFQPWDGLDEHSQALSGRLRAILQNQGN
An asterisk follows results filed as active.

The first 2 entries, ahead of the listing:
hIAP block,ATG4B inhibitor,mIAP act,mIAP inh,PfGluPho inh,HKDC1 inh,hIAP activ,APOBEC3A inh,Compound
2,-8,1,-1,-4,-4,0.98,-6,COC(=O)C1CCN(Cc2nnc(-c3ccccc3)o2)CC1
8,-5,0.99,1,-7,3,0.92,1,O=C(Nc1ccccc1NS(=O)(=O)c1ccc(F)cc1)C1CCC1

The list itself, from the start:
hIAP block,ATG4B inhibitor,mIAP act,mIAP inh,PfGluPho inh,HKDC1 inh,hIAP activ,APOBEC3A inh,Compound
2,-8,1,-1,-4,-4,0.98,-6,COC(=O)C1CCN(Cc2nnc(-c3ccccc3)o2)CC1
8,-5,0.99,1,-7,3,0.92,1,O=C(Nc1ccccc1NS(=O)(=O)c1ccc(F)cc1)C1CCC1
7,4,0.91,10,9,-15,0.93,2,Cc1ccc(N2CC(C(=O)Nc3nccs3)CC2=O)cc1Cl (stereo not given)
-12,4,1,-1,1,-1,1.1,-3,Cc1ccc(N=C2SC(C(=O)NCCc3ccccc3)CC(=O)N2C)cc1C (stereo not given)
4,-12,1.1,-10,8,0,0.96,-4,CCn1nc(C(=O)OCC(=O)NCCN2C(=O)CSC2=O)c2ccccc2c1=O
0,5,1.1,-9,-39,-1,1,1,COc1ccc(C(=O)O)cc1S(=O)(=O)Nc1ccc(Oc2ccccc2)cc1
-8,-2,0.98,2,3,-6,1.1,-2,O=C(CCCc1nc(-c2ccc(Cl)cc2)no1)Nc1cccnc1
3,-1,1.1,-8,66*,5,0.97,-3,Cn1cc(C2=C(c3ccc(Cl)cc3Cl)C(=O)NC2=O)c2ccccc21
11,1,0.99,1,-2,0,0.89,3,COc1ccc(-c2nn(-c3ccccc3)cc2/C=N/O)cc1
-13,0,0.99,1,11,-6,1.1,-22,Cn1c(=O)c2c(nc(NCc3ccco3)n2Cc2ccccc2Cl)n(C)c1=O
16,-2,0.9,10,10,16,0.84,-6,CNc1ccc(/C=C/C(=O)c2ccc3c(c2)OCCO3)cc1[N+](=O)[O-]
-12,-16,0.94,6,0,-4,1.1,2,CN1C(=O)C2CN(CCc3ccccc3)CNC2N(C)C1=O (stereo not given)
1,-14,1,-1,8,-3,0.99,2,COC(=O)c1ccccc1NC(=O)c1ccc(Cn2cc(Cl)cn2)o1
-12,-12,1,-2,-2,-5,1.1,-2,O=C(CCCn1c(=O)[nH]c2cc(Cl)ccc2c1=O)NC1CCCCCC1
7,3,1.2,-24,16,-1,0.93,3,CCCC[C@@H]1C[C@H]1[C@@H](NC(=O)c1ccco1)c1ccc(Cl)cc1
-2,-8,0.97,3,8,9,1,-1,CC(CC(=O)N(C)CC(=O)Nc1ccc(N2CCOCC2)cc1)c1ccccc1 (stereo not given)
-20,6,0.87,13,44,-1,1.2,1,COc1ccc2[nH]c3c(=O)n(CCCCC(=O)N4CCCC4)c(=S)[nH]c3c2c1
-25,-1,1,-5,45,-77,1.2,-1,CCOC(=O)c1c(C)[nH]c(C2=NNC(=NC3CC3)SC2)c1C
0,-6,0.97,3,-28,2,0.99,-1,CN(C)S(=O)(=O)c1ccc(N2CCCC2)c(C(=O)Nc2ccc(C(N)=O)cc2)c1
-12,-9,2.2*,-117,7,-8,1.1,-5,O=C(Nc1ccc(Br)cc1)Nc1ccccc1F
4,18,1,-5,32,9,0.96,0,CCN(CC)CC(=O)Nc1ccc2c(c1)Nc1ccccc1CC2
3,-3,0.94,6,-12,-5,0.97,-2,Cc1ccc2nc(/C(C#N)=C\c3cc(O)ccc3[N+](=O)[O-])[nH]c2c1
-7,-5,0.8,20,-11,-6,1.1,4,Cc1nnc(N2CCOCC2)c2ccccc12
-9,-5,0.88,12,-10,-11,1.1,0,CCOc1ccc(NC(=O)CSc2nnc(C3CC3)n2C)cc1

Part of the list above in a different format:
> O=C(Nc1ccc(Br)cc1)Nc1ccccc1F
  hIAP block = -12
  ATG4B inhibitor = -9
  mIAP act = 2.2*
  mIAP inh = -117
  PfGluPho inh = 7
  HKDC1 inh = -8
  hIAP activ = 1.1
  APOBEC3A inh = -5

> CCOC(=O)c1c(C)[nH]c(C2=NNC(=NC3CC3)SC2)c1C
  hIAP block = -25
  ATG4B inhibitor = -1
  mIAP act = 1
  mIAP inh = -5
  PfGluPho inh = 45
  HKDC1 inh = -77
  hIAP activ = 1.2
  APOBEC3A inh = -1

(continued)
hIAP block,ATG4B inhibitor,mIAP act,mIAP inh,PfGluPho inh,HKDC1 inh,hIAP activ,APOBEC3A inh,Compound
-25,5,1,-2,-6,5,1.3,7,COc1ccc(OCC(=O)NNC(=O)Nc2cccc(Cl)c2)cc1
11,11,0.94,6,-11,-8,0.89,2,CSc1ccccc1NC(=O)Cc1ccc(Br)cc1
-8,-6,1,-2,-25,-12,1.1,-5,C/C(=N\NC(=O)c1cccs1)c1c(O)cc(C)oc1=O
-19,2,0.98,2,-12,-2,1.2,-5,COc1ccc(C2=NN(C(=O)CCC(=O)O)C(c3ccccc3OC)C2)cc1 (stereo not given)
4,-4,0.99,1,9,-6,0.96,26,CN(C)C1=NCCN1CCC1CCCC1
-52,28,1,-4,-9,-9,1.5,1,O=C(Nc1ccc(O)c(-c2nc3ccccc3o2)c1)C1(c2ccc(Cl)cc2)CCCC1
8,4,0.95,5,2,-12,0.92,-1,O=C(COC(=O)Cc1cccc(F)c1)NC(=O)NC1CCCCC1
0,-4,1,-1,-3,-5,1,-3,O=C(CSc1nnc(NC(=O)c2c(F)cccc2F)s1)NC1CC1
-14,-2,0.99,1,-5,-2,1.1,-1,O=[n+]1c2c(n([O-])c3cc(Br)ccc31)CCC2
-9,-8,1.1,-9,-7,15,1.1,1,Cc1ccc(C(=O)C2=C(O)C(=O)N(Cc3ccccc3)C2c2cccnc2)o1 (stereo not given)
-13,-6,0.97,3,-10,-9,1.1,0,O=C(NCC(=O)N(CCN1CCOCC1)C(C(=O)NC1CCCC1)c1ccccc1)c1cccs1 (stereo not given)
-26,-11,0.96,4,-5,0,1.3,5,CC(O)c1nc2ccc(Cc3ccc4nc(C(C)O)[nH]c4c3)cc2[nH]1 (stereo not given)
-2,-7,0.98,2,14,1,1,-4,COC(=O)/C(=C\C(=O)c1ccccc1)Nc1ccc(OC)cc1
-4,-18,0.94,6,3,-13,1,-1,CC1Cc2ccccc2N1C(=O)CSc1nnc(-c2ccc(S(=O)(=O)N3CCCC3)cc2)o1 (stereo not given)
-7,-6,1,-2,17,-4,1.1,0,Cc1ccc(C(=O)Nc2ccc3nccnc3c2)cc1
-3,-3,1,0,-7,-6,1,16,Cc1cc(C)c2c(N)c3ccccc3nc2n1
7,-10,0.95,5,6,-9,0.93,-4,Cc1ccc(S(=O)(=O)N2CCCOC2CNC(=O)C(=O)NCc2cccs2)cc1 (stereo not given)
7,-4,0.93,7,43,-6,0.93,-1,NS(=O)(=O)c1ccc(NC(=S)N2CCN(C(=O)C3CCCO3)CC2)cc1 (stereo not given)
33,-7,1,0,3,-4,0.67,-2,COc1cc(CNC2CCCCCCC2)c(Br)cc1OCCO
0,-1,1.2,-16,-12,-2,1,-3,COC(C(=O)Nc1ccc(Br)cc1F)c1ccccc1 (stereo not given)
-21,12,1.1,-9,24,5,1.2,-6,CN(C)c1ccc(Nc2nc(-c3cccnc3)cs2)cc1
-2,4,1,0,1,-6,1,-1,CCOC(=O)c1ccn(-c2nc(-c3ccco3)cc(C(F)(F)F)n2)n1
-2,7,1,-4,-9,0,1,-1,Cc1ccc(N(C(=O)c2csnn2)C(C(=O)NC2CCCCC2)c2cccnc2)cc1C (stereo not given)
-4,5,1.1,-9,-6,-6,1,0,Cc1nn(Cc2cccc(F)c2)c(C)c1NC(=O)c1c(Cl)cnn1C
1,-2,0.97,3,11,-3,0.99,-2,COc1ccc(-c2cc(C(=O)OCc3ccccn3)c3ccccc3n2)cc1
4,-3,1,0,-3,1,0.95,2,O=C(c1ccc(F)cc1Cl)N(c1ccccn1)C1CCCCC1
-2,4,1.1,-8,-3,4,1,-2,O=C1OC(Nc2nc(-c3ccc(F)cc3)cs2)c2ccccc21 (stereo not given)
4,13,1,-4,-30,4,0.96,4,Oc1ccc(-n2nnnc2SCc2ccccc2Br)cc1
-2,15,0.97,3,0,10,1,-1,COc1cccc(C(=O)N/N=C/c2ccc(OC3CSC3)cc2)c1
-10,-12,0.79,22,11,-1,1.1,3,Cc1ccc(C(=O)N/N=C\c2ccc([N+](=O)[O-])s2)cn1
6,1,1,-2,-2,-2,0.94,40,CC[N+](CC)(CC)CC(=O)Nc1ccc(SC(F)F)cc1
1,33,0.96,4,29,1,0.99,2,Clc1cccc(Cl)c1/C=C/c1nc2ccccc2[nH]1
7,-18,0.97,2,-7,-2,0.93,-2,COc1ccccc1N1CCN(C(=O)c2ccc(CN3CCc4ccccc4C3)cc2)CC1
-7,-7,1.1,-6,21,-4,1.1,-5,COc1cc(C(=O)NCCOC(=O)c2cccc(N(C)C)c2)cc(OC)c1OC
14,-5,0.93,8,7,-1,0.86,-9,CC1=C(C(=O)OCc2ccccc2)C(c2ccc([N+](=O)[O-])cc2)NC(=O)N1 (stereo not given)
4,3,0.91,9,-8,-2,0.95,1,CCN(CC)C(=O)C[n+]1cccc(/C=N/O)c1
10,-7,1,-1,-13,-7,0.9,-2,O=S(=O)(Nc1cc(S(=O)(=O)N2CCOCC2)ccc1N1CCCC1)c1cccs1
4,-12,0.97,3,-10,0,0.96,0,O=C1C2C3C=CC(C3)C2C(=O)N1c1nccs1 (stereo not given)
6,-4,1.2,-16,-2,-8,0.94,-4,COC(=O)C1CCN(C(=O)COC(=O)c2n[nH]c3ccccc23)CC1
-27,-5,1.2,-21,-7,16,1.3,51*,CC[n+]1cc(-c2ccccc2)nc(N2CCOCC2)n1
11,-6,0.94,6,6,-14,0.89,-1,Cn1c(CCC(=O)OCC(=O)NCc2ccc3c(c2)OCO3)nc(=O)c2ccccc21
5,0,0.98,2,0,2,0.95,-5,O=C(COC(=O)c1ccc2c(c1)OCCO2)NCCC1=CCCCC1
-24,-4,1.1,-14,-4,-1,1.2,3,COc1ccc(-c2nc3ccccc3c(=O)n2-c2c(C)n(C)n(-c3ccccc3)c2=O)cc1
4,-11,1.1,-6,3,10,0.96,6,CCn1c(=O)c2cc(C(=O)NCCOC)sc2c2ccccc21
-9,-8,0.99,1,-9,2,1.1,-5,Cc1ccc(C(=O)N2CC(=O)Nc3ccc(C)cc3C2c2ccccc2)cc1 (stereo not given)
0,-7,0.98,2,22,2,1,1,C=CCn1c(-c2ccc3ncccc3c2)n[nH]c1=S
8,-4,1,-1,0,2,0.92,0,Cc1ccc(N2CC(C(=O)OCC(=O)Nc3ccccc3C)CC2=O)cc1 (stereo not given)
16,9,0.94,6,-2,-3,0.83,-1,CCc1nc2sc3c(c2c(=O)n1N)CC(C)(C)OC3
-18,-15,0.73,27,41,2,1.2,3,CCOc1cc(CNc2ccc3[nH]c(=O)[nH]c3c2)ccc1OCC(=O)NC(C)(C)C
-41,3,1.1,-8,-16,-7,1.4,-1,O=C(NCc1ccccc1)c1ccc2c(c1)C(=O)N(CC1CCCO1)C2=O (stereo not given)
-8,-23,1.1,-8,27,2,1.1,3,Cc1ccc(NC(=O)CSCC(=O)N2CCN(c3cccc(C(F)(F)F)c3)CC2)cc1
-2,-4,0.74,26,3,4,1,-1,N#C/C(=C(/O)CCl)c1nc2ccccc2[nH]1
37*,13,0.87,13,5,9,0.63,12,COC(=O)c1ccc(N2NC(=O)/C(=C/c3cc(OC)c(O)c(OC)c3)C2=O)cc1
-20,-2,0.91,9,-17,-7,1.2,0,CCc1ccc(NC(=O)C2CCCN2C(=O)NC2CCCCC2)cc1 (stereo not given)
5,-7,0.68,32,4,-2,0.95,3,NS(=O)(=O)c1ccc(NC(=S)NC(=O)c2cccs2)cc1

Assay outcomes: PubChem, Sanford-Burnham Center for Chemical Genomics
